JMJD2A Tudor = blocks the human JMJD2A Tudor domain. AlphaScreen JMJD2A-Tudor / H3K4me3 peptide binding. O75164. 4.4% of 390,000 active. Potency, µM (top dose mostly 114 µM), inactives show at the top dose activity change, negative = inhibition, most hits filed as inhibitors; note: % is set by controls: 0 for no effect and ±100 for the full control effect; nearly all actives have a fitted effect of over 50% in size
Pol iota inh = inhibitors of human DNA polymerase iota. Q9UNA4. Pol iota fluorescent replication assay, 10 min. Potency, µM (top dose mostly 115 µM), for the others: at the highest dose activity, negative = inhibition, hits mostly inhibitors. 1% of 390,000 active. AID 588590
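Fluorescent replication assay read twice, at 0 min and 10 min after adding 50 nM (final) substrate. Enzyme (10 nM) and compounds were first incubated 15 min at room temperature; enzyme-free buffer wells were negative controls.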
BLM helicase inh = Bloom syndrome helicase (human) inhibition | P54132 | recombinant BLM DNA unwinding, fluorescence dequenching | Potency, µM (series often up to 56.1 µM), for the others: at the top dose activity change, negative = inhibition, hits mostly inhibitors | 0.2% of 350,000 active | AID 2528;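 note: plate controls were vehicle for no effect and no enzyme for full effect; nearly all actives have a fitted effect of over 35% in size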
HP1b chromo inh = blocks HP1-beta chromodomain binding to methylated histone tails; AlphaScreen HP1-beta / biotin-H3K9me3 peptide binding; AID 540317; Potency, µM (doses to about 114 µM), for inactives: at the highest dose activity change, negative = inhibition, most hits filed as inhibitors; 0.56% of 390,000 active; note: nearly all actives have a fitted effect of over 70% in size; inactives centre near 23
Target sequence (P83916 whole entry, looked up): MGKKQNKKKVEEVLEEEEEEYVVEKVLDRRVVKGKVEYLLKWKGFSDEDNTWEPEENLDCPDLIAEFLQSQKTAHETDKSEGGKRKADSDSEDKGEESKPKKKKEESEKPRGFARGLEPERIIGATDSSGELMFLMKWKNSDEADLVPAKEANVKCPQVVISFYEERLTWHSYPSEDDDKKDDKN
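AlphaScreen: HP1-beta (50 nM) preformed 30 min with biotin-H3(1-18)K9me3 peptide (50 nM) in PBS pH 7.4, 0.01% Tween-20. Compound added for 30 min at RT, then streptavidin donor/nickel chelate acceptor beads (10 ug/mL) for 30 min.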
Pin1 inh = inhibitors of human Pin1; Q13526; Pin1 FP peptide displacement, HiFluor488, 10 min; Potency, µM (doses to about 115 µM), for the others: top-dose activity, negative = inhibition, most hits filed as inhibitors; 0.009% of 390,000 active; AID 504891; active = well fitted inhibition curve with a large enough effect in the polarisation, with a control signal flat, not every such curve was filed as active; inconclusive = small, poorly fitted or top-dose-only effect, or effect the other way, or a change in a side signal; inactive = no such curve, though single readings can be large or run the other way; the % refers to the polarisation; note: % is set by controls: 0 for no effect and ±100 for the full control effect
Target sequence (Q13526 whole entry, looked up): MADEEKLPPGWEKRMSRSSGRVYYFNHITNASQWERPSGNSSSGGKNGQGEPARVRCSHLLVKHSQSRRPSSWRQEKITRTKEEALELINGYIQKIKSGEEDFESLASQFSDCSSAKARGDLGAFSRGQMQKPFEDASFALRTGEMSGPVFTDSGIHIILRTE
GLS inhibitor = inhibitors of human glutaminase (GLS). O94925. GLS enzymatic activity, qHTS titration. Potency, µM (top dose mostly 45.5 µM), for the others: at the top dose activity change, negative = inhibition, most hits filed as inhibitors. 0.21% of 410,000 active. AID 624170; note: % is set by controls: 0 for no effect and ±100 for the full control effect
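Assay buffer: 45 mM KH2PO4 pH 8.2, 0.02% Tween-20. hKGA acts on L-glutamine (1 mM solution added); product glutamate is reported by an oxidase/peroxidase Amplex Red coupling, with fluorescence taken at baseline and 30 min.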
G9a block = G9a (human) methyltransferase inhibition. Potency, µM (series often up to 102 µM), without a hit: at the highest dose activity, negative = inhibition, actives largely listed as inhibitors. 8.8% of 350,000 active. G9a H3K9 monomethylation, AlphaScreen, 2 h. Q96KQ7. AID 504332; note: % is set by controls: 0 for no effect and ±100 for the full control effect; nearly all actives have a fitted effect of over 75% in size
Target sequence (Q96KQ7 913-1193 limits assumed): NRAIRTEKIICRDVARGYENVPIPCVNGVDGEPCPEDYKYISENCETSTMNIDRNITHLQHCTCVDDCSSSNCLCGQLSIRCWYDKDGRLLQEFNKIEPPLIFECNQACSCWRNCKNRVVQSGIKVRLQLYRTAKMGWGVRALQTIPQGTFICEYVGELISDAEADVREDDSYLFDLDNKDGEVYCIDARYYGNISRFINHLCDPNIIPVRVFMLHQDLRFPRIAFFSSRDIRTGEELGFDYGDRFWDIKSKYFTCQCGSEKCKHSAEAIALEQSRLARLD
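Chemiluminescent proximity detection of H3K9 monomethylation, read after 10 min bead incubation in the dark. Reaction: 20 nM G9a, 500 nM biotin-H3K9 peptide, 20 uM SAM cofactor, 2 h, room temperature, following 15 min enzyme-compound preincubation.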
BAZ2B block = blocks human BAZ2B. AlphaScreen BAZ2B-H3K14Ac peptide displacement. Potency, µM (doses to about 114 µM), without a hit: at the top dose activity change, negative = inhibition, hits mostly inhibitors. 4.4% of 360,000 active. AID 504333; note: % is set by controls: 0 for no effect and ±100 for the full control effect; nearly all actives have a fitted effect of over 60% in size
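AlphaScreen displacement: compounds (up to 110uM) incubated 30 min at room temperature with a preformed 50 nM BAZ2B/50 nM biotinylated H3K14Ac peptide complex in PBS pH 7.4 with Tween-20. Donor and acceptor beads at 10 ug/mL final added, 20 min light-protected before reading.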
PGK inhibitor = T. brucei PGK inhibition | 0.043% of 380,000 active | Potency, µM (doses to about 57.5 µM), for the others: at the highest dose activity change, negative = inhibition, usual class: inhibitors | AID 602233 | P07378 | PGK/GAPDH coupled, Kinase-Glo luminescence, 60 min; note: % is set by controls: 0 for no effect and ±100 for the full control effect; nearly all actives have a fitted effect of over 60% in size
Target sequence (P07378 whole entry, looked up): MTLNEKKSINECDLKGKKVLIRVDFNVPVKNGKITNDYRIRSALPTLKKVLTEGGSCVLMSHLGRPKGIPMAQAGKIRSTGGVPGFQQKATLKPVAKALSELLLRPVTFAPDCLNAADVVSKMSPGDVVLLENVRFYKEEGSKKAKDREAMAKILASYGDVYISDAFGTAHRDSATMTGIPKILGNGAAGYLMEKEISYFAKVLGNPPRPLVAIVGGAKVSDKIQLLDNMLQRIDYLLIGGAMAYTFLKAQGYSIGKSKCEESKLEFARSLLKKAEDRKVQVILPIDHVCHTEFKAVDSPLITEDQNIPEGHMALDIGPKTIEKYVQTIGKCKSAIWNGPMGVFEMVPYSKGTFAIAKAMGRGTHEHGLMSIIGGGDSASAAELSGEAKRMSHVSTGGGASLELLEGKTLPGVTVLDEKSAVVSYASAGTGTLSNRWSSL
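Recombinant glycosomal PGK reaction used 1,3-bisphosphoglycerate generated in-well by GAPDH (100nM final) in 100mM TEA pH 7.6, 5mM MgCl2, 0.01% Tween-20. After 60 minutes at room temperature, ATP was read by Kinase-Glo Plus luminescence end-point.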
* hit, by the source's call; i = inactive; ? = inconclusive; . = not tested or not shown; & = joins results of further samples; [ ] = remark or other dose. Unless noted, calls come from the whole dose curve; as a rule, active = well fitted curve in the direction sought with a large enough effect; inconclusive = small, poorly fitted or top-dose-only effect, or another doubt; inactive = no such curve, though single readings can be large; an effect the other way counts as inactive or inconclusive. Potency is the fitted concentration of half-maximal effect.

SMILES	JMJD2A Tudor	Pol iota inh	BLM helicase inh	HP1b chromo inh	Pin1 inh	GLS inhibitor	G9a block	BAZ2B block	PGK inhibitor
O=C(O)c1ccc2c(c1)C(=O)N(Cc1ccccc1)C2=O	?	17%	-1%	27%	-6%	-23%	-15%[59 µM]	4%	-7%
CCc1ccc(OCc2nnc(SCC(=O)N3CCN(c4ccccc4)CC3)o2)cc1	-14%[57.1 µM]	-2%	3%	31%	-1%	1%	7%[59 µM]	1%	2%
O=C(c1cccc(S(=O)(=O)N2CCCC2)c1)N1CCOCC1	-15%	50%[activator]	.	30%[activator]	0%	-5%	-3%[12.7 µM]	3%	-8%
CCOc1cc(CNCCCN2CCOCC2)cc(Cl)c1OCC(=O)NC(C)(C)C	-16%	44%[activator]	1%	12%	-7%	-2%	-31%	-2%	i
Cc1ccc2nc(-c3ccsc3)c(Nc3ccc(C(C)C)cc3)n2c1	-9%	30%[activator]	-1%	48%[activator]	4%	-1%	-1%[59 µM]	-16%	i
Cc1cc(-c2ccccc2)nc2c(Br)c(C(=O)O)nn12	-30%	11µM*	.	33%	?	16µM*	.	.	-3%
COc1cc(OC)cc(C(=O)N[C@H](C(=O)NCc2ccco2)C(C)C)c1	-21%	25%	0%	20%	-1%	3%	4%	5%	-1%
CCCCCCNC(=O)C(C#N)c1nc2ccccc2nc1N1CCCC1 (centres undefined)	0%	10%	-3%	46%[activator]	?	4%	-3%[2.33 µM]	3%	11%
O=C(NCc1ccccn1)c1nc(-c2ccc(C(F)(F)F)cc2)no1	-17%	?	-2%	3%	6%	-1%	-13%	-14%	i
CS(=O)(=O)N(Cc1ccccc1)c1ccc(C(=O)NCc2ccccc2)cc1	-14%	34%[activator]	-3%	8%	3%	-2%	13%[2.33 µM]	0%	-5%
O=C(CC12CC3CC(CC(C3)C1)C2)NC(=S)N1CCCCC1	-18%	34%[activator]	8%	?	-6%	11%	11µM*	-5%	-10%
Cc1cc(NCc2ccco2)n2ncnc2n1	-10%	32%[activator]	-1%	13%	-1%	3%	16%	-1%	-8%
COc1ccccc1C(=O)NCCn1cc(SCc2ccccc2Cl)c2ccccc21	-8%	13%	-10%	49%[activator]	23%	3%	-3%[59 µM]	-19%	0%
C[C@H](NC(=O)[C@@H]1Cc2ccccc2CN1)C(=O)Nc1ccc2c(c1)OCO2	-28%	86%[activator]	-6%	16%	6%	-5%	?	-27%	4%
COCCCNc1oc(-c2ccccc2F)nc1C#N	?	-4%	3%	-5%	-4%	12%	5%	-19%	4%
O=C(COc1ccccc1)Nc1ccc2nc(SCC(=O)N3CCOCC3)sc2c1	-16%	38%[activator]	2%	22%	-1%	-4%	-3%[59 µM]	-14%	-8%
O=C(c1ccco1)N1CCN(c2ccc(S(=O)(=O)N3CCCC3)cc2)CC1	-12%	4%	-2%	37%	-2%	-4%	23%	12%	i
Cc1ccc(Cn2ccc(NC(=O)c3cc(C(C)C)on3)n2)cc1	15%	21%	6%	74%[activator]	?	5%	-37%	15%	6%
CCn1cc(C(=O)NCc2ccccc2)c(=O)c2cc(F)c(N3CCN(C(=O)c4ccco4)CC3)cc21	-36%	13%	-1%	-2%	11%	0%	12%[12.7 µM]	-29%	-8%
O=C1Nc2ccc(S(=O)(=O)NCCC3=CCCCC3)c3cccc1c23	1%	20%	1%	43%[activator]	15%	-2%	9%[59 µM]	13%	-3%
COc1cccc(-c2cc(C(=O)Nn3cnnc3)c3ccccc3n2)c1	-16%	-7%	-2%	7%	-7%	-3%	-6%[59 µM]	-1%	-4%
COc1cccc(-c2csc(N3CCN(C(=O)Nc4ccccc4OC)CC3)n2)c1	-33%	16%	-7%	-20%	22%	14%	?	-34%	-3%
CCOc1ccc(NC(=O)COC(=O)CCC(=O)c2cccs2)cc1	-8%	27%	.	24%	-2%	0%	11%[59 µM]	-3%	5%
Cc1ccc(S(=O)(=O)N2CCOCC2)cc1C(=O)OCC(=O)c1c(N)n(C)c(=O)n(C)c1=O	-5%	12%	.	44%	-1%	10%	.	.	-7%
O=C(c1cccs1)N1CCCC(c2nc3c(nnn3Cc3ccccc3Cl)c(=O)[nH]2)C1 (centres undefined)	-8%	?	0%	-8%	-1%	5%	1%	3%	-6%
Oc1ccccc1N1CCN(c2ncnc3sc(-c4ccccc4)cc23)CC1	-28%[11.4 µM]	33%	1%	?	-5%	?	-25%[59 µM]	-25%	i
COc1ccc(C(C#N)=C2C=CC(=NO)C=C2)cc1	16µM*	40%[activator]	0%	40µM*	?	?	2.2µM*	14µM*	-6%
COc1ccccc1NC(=O)c1cnn(-c2ccccc2)c1-n1cccc1	-13%	20%	-4%	34%	-13%	-15%	0%[59 µM]	6%	-6%
CCOC(=O)c1ccc(-n2c(C)nc3c(cnn3-c3ccccc3Cl)c2=O)cc1	-25%	22%	-4%	7%	-6%	0%	-23%	0%	-3%
COc1ccc(C2=C(C(C)=O)Sc3nnc(-c4ccc(Cl)cc4)n3N2C(C)=O)cc1OC	-17%	10%	-2%	26%	2%	2%	3%[59 µM]	-17%	-6%

A portion from further up, as a working copy:
SMILES	JMJD2A Tudor	Pol iota inh	BLM helicase inh	HP1b chromo inh	Pin1 inh	GLS inhibitor	G9a block	BAZ2B block	PGK inhibitor
Oc1ccccc1N1CCN(c2ncnc3sc(-c4ccccc4)cc23)CC1	-28%[11.4 µM]	33%	1%	?	-5%	?	-25%[59 µM]	-25%	i
COc1ccc(C(C#N)=C2C=CC(=NO)C=C2)cc1	16µM*	40%[activator]	0%	40µM*	?	?	2.2µM*	14µM*	-6%
COc1ccccc1NC(=O)c1cnn(-c2ccccc2)c1-n1cccc1	-13%	20%	-4%	34%	-13%	-15%	0%[59 µM]	6%	-6%
CCOC(=O)c1ccc(-n2c(C)nc3c(cnn3-c3ccccc3Cl)c2=O)cc1	-25%	22%	-4%	7%	-6%	0%	-23%	0%	-3%
COc1ccc(C2=C(C(C)=O)Sc3nnc(-c4ccc(Cl)cc4)n3N2C(C)=O)cc1OC	-17%	10%	-2%	26%	2%	2%	3%[59 µM]	-17%	-6%

More results:
SMILES	JMJD2A Tudor	Pol iota inh	BLM helicase inh	HP1b chromo inh	Pin1 inh	GLS inhibitor	G9a block	BAZ2B block	PGK inhibitor
Cc1cc(C(F)F)n2nc(C(=O)Nc3ccccc3Br)nc2n1	-12%	9%	-5%	25%	5%	2%	-51%	9%	0%
CCOC(=O)CC(NC(=O)CCc1c(C)nc2c(-c3ccccc3)c(C)nn2c1C)c1ccc(C)cc1 (centres undefined)	16%	3%	-4%	81%[activator]	3%	4%	14%[59 µM]	8%	-9%
Cc1cc(NC(=O)CSc2nc3c([nH]c4ccccc43)c(=O)n2-c2ccc(Cl)cc2)no1	0%	17%	-3%	30%[57 µM]	-2%	0%	10%[59 µM]	3%	0%
CCOC(=O)N1CCN(C(=O)CCCn2nnnc2CN2CCC(C)CC2)CC1	-1%	32%[activator]	0%	20%	0%	-3%	14%	-13%[57.1 µM]	i
CC(=O)c1cccc(Nc2nc(=O)c3cccnc3s2)c1	-9%	-9%	-9%	26%	4%	2%	50µM*	-5%	5%
CCC(=O)N1CCc2cc(Br)cc(S(=O)(=O)N(C)c3ccc(OC)cc3OC)c21	-10%	1%	-5%	53%[activator]	18%	-11%	?	.	i
COc1ccc(C(=O)Nc2ccc(C(=O)N3CCCCC3)cc2)cc1OC	4%	113%[activator]	-3%	17%	1%	-6%	23%	4%	-3%
O=C(Nc1ccc(Cl)cn1)c1ccccc1SCc1ccccc1	20%	171%[activator]	-12%	91%[activator]	-1%	-13%	.	18%	1%
O=C(Nc1nnc(S(=O)(=O)N2CCCCCC2)s1)c1cccc(Br)c1	?	12%&-9%	-4%&-5%	41%&-20%[activator]	33%&10%[activator]	-2%&2%	8.9µM*	?	-3%&-7%
COc1cc(-c2nc3ccccn3c2/N=C/c2cc(OC)c(OC)c(OC)c2)ccc1O	45µM*	27%	.	-59%	-8%	20%	.	.	i
Cc1oc(C)c(C(=O)O)c1C(=O)O	-14%	3%	-1%	46%[activator]	-1%	0%	.	-8%	-6%
C=CCn1c(SCC(=O)N2CCc3ccccc3C2)nc2ccccc2c1=O	-18%	2%	-1%	26%	2%	-3%	7%	-7%	-1%
Cc1oc(-c2ccccc2F)nc1CS(=O)(=O)CC(=O)N1CCc2ccccc21	-18%	17%	2%	29%	-2%	5%	15%[59 µM]	-4%	i
Cn1c(-c2ccc([N+](=O)[O-])cc2)nc2ccccc21	-22%	14%	-1%	58%[activator]	2%	-4%	-10%	2%	-2%
Cc1cc(/C=C2\SC(=S)NC2=O)c(C)n1C1CC1	45µM*	?	-16%	-13%	?	9%	?	45µM*	5%
O=C(/C=C/c1ccco1)NCC(=O)N/N=C/c1ccc(Cl)cc1	-20%	-24%	-2%	23%	6%	13%	-30%	-19%	-4%
O=C(CSCc1cnn(-c2ccccc2)c1-n1cccc1)NCc1cccnc1	-17%	12%	-8%	17%	-9%	7%	?	-25%	1%
CCCc1cc(=O)oc2c(CN3CCCC3)c(O)ccc12	5%	14%	-1%	35%	2%	-1%	22%	4%	2%
Cc1nn(-c2ccc(N3CCCCC3)nn2)c(C)c1CCC(=O)NCc1ccc(OC(C)C)cc1	-19%	5%	1%	30%	-5%	-3%	1%[59 µM]	-13%	-6%
COc1ccc(-c2cn[nH]c2-c2ccc(OCc3ccccc3)cc2O)cc1	?	21%	-16%	19%	-1%	11%	-7%	-27%	8%
CCOc1ccccc1N1CC(C(=O)Nc2c(C)n(C)n(-c3ccccc3)c2=O)CC1=O (centres undefined)	-10%	1%	-8%	18%	-1%	-4%	8%	-36%	-1%
CCn1ccnc1CNC(=O)CC1C(=O)NCCN1Cc1ccccc1F (centres undefined)	-3%	9%	-3%	26%	-14%	3%	20%[12.7 µM]	-10%	6%
COc1ccccc1C=NNC(=O)c1ccccc1OCCOc1ccccc1	-18%	22%	.	16%	7%	-9%	.	.	i
Cc1ccccc1-n1c(C)cc(/C=N/NC(=O)c2ccncc2)c1C	-31%	6%	1%	21%	-1%	1%	3%[2.33 µM]	?	-4%
O=C1OC(c2ccc(Cl)cc2)=C/C1=C/c1cccnc1	-11%	9%	-6%	8%	?	5%	56µM*	-21%	-5%

The list is partial, so the mix of outcomes need not match the whole.
